Assay outcomes (PubChem BioAssay)
BioA inh – BioA (M. tuberculosis) enzyme inhibition; purified M. tuberculosis BioA enzyme, plate reader; inhibition, % at 9.99 µM; 360,000 compounds, 0.096% hits; in the data active = inhibition above about 40%
Starred values were filed as active, the others as inactive. Not all compounds are listed (hit frequency here may not be typical).

For C[C@H]1CN([C@@H](C)CO)C(=O)c2cccc(NC(=O)Nc3ccccc3)c2O[C@@H]1CN(C)C(=O)Nc1ccc(F)cc1 the results were BioA inh -1.5.
`C[C@@H]1CN([C@H](C)CO)C(=O)c2cc(NC(=O)Nc3ccc4c(c3)OCO4)ccc2O[C@H]1CN(C)C` gave BioA inh -0.9.
For C[C@H](CO)N1C[C@H](C)[C@@H](CN(C)C(=O)CN(C)C)Oc2cc(C#CC(C)(C)O)ccc2S1(=O)=O the results were BioA inh -0.1.
C[C@@H]1CN([C@H](C)CO)C(=O)CCCn2nncc2CO[C@@H]1CN(C)Cc1ccc(Oc2ccccc2)cc1 was read as BioA inh 2.1.
COCC(=O)N1C[C@@H]2[C@H](c3ccccc31)[C@@H](CO)N2C(=O)C1CCCCC1 was read as BioA inh -0.2.
`CCC(=O)Nc1ccc2c(c1)C(=O)N(C)[C@H]1CC[C@@H](CC(=O)NCCOC)O[C@H]1CO2` gave BioA inh 2.4.
For O=C(C[C@@H]1CC[C@H]2[C@@H](COC[C@H](O)CN2C(=O)Nc2ccc(F)cc2)O1)NCCc1ccccc1 the results were BioA inh 0.8.
O=C(C[C@@H]1CC[C@H]2[C@@H](COC[C@@H](O)CN2Cc2cccc(Cl)c2)O1)NCC1CCCCC1 was read as BioA inh -0.8.
Screening C[C@H]1CN([C@@H](C)CO)C(=O)Cc2cc(NC(=O)Nc3cccc4ccccc34)ccc2O[C@H]1CN(C)Cc1ccc(C(F)(F)F)cc1 returned BioA inh -0.1.
`C[C@@H]1CN([C@@H](C)CO)C(=O)c2cc(C#Cc3cccc(F)c3)cnc2O[C@H]1CN(C)C(=O)C1CCOCC1` gave BioA inh -2.2.
For CO[C@@H]1CN(C)C(=O)c2ccc(NC(=O)Nc3ccc(F)cc3)cc2OC[C@H](C)NC[C@H]1C the results were BioA inh 0.7.
`C[C@H]1CN([C@@H](C)CO)C(=O)Cc2cc(NC(=O)Nc3ccc(C(F)(F)F)cc3)ccc2O[C@H]1CN(C)S(=O)(=O)c1cn(C)cn1` gave BioA inh 1.4.
For COCC(=O)Nc1ccc2c(c1)C(=O)N(C)C[C@@H](OC)[C@@H](C)CN(Cc1ccccn1)[C@H](C)CO2 the results were BioA inh -4.3.
Screening CCCNC(=O)C[C@@H]1CC[C@@H]2[C@@H](COc3ccc(NC(=O)Nc4ccccc4F)cc3C(=O)N2C)O1 returned BioA inh 12.
`CCC(=O)N1[C@@H]2Cn3c(cccc3=O)[C@H]1[C@@H](C(=O)NCc1ccc(F)cc1)[C@@H]2CO` gave BioA inh -1.3.
`C[C@H](CO)N1C[C@H](C)[C@@H](CN(C)S(=O)(=O)c2cn(C)cn2)OCCCC[C@H](C)Oc2ccc(NC(=O)Nc3ccc(F)cc3)cc2C1=O` gave BioA inh 1.7.
CN1c2ccc(Br)cc2[C@H]2[C@H](CCN2C(=O)Nc2cccc(F)c2)[C@@H]1CO was read as BioA inh 7.7.
Cc1noc(C)c1NC(=O)Nc1cccc2c1O[C@H](CN(C)Cc1ccc(C(=O)O)cc1)[C@@H](C)CN([C@H](C)CO)C2=O was read as BioA inh -0.4.
Screening Cc1noc(C)c1NC(=O)Nc1cccc2c1O[C@H](CN(C)Cc1ccc(Cl)c(Cl)c1)[C@@H](C)CN([C@@H](C)CO)C2=O returned BioA inh 1.6.
COCC(=O)N1[C@H](C#N)[C@H](c2ccc(C#Cc3ccccc3F)cc2)[C@H]1CO was read as BioA inh 0.7.
`O=C(C[C@@H]1C[C@@H]2c3cc(NS(=O)(=O)c4ccc(F)cc4)ccc3O[C@@H]2[C@@H](CO)O1)NCc1cccnc1` gave BioA inh 1.6.
For COc1ccc(S(=O)(=O)N[C@@H]2CC[C@H](CC(=O)N3CCC(Cc4ccccc4)CC3)O[C@H]2CO)cc1 the results were BioA inh 1.6.
COc1cccc(NC(=O)N[C@@H]2CC[C@H](CC(=O)Nc3ccccc3)O[C@@H]2CO)c1 was read as BioA inh -0.5.
`Cc1noc(C)c1NC(=O)N(C)C[C@H]1Oc2cc(C#CCC(C)C)ccc2S(=O)(=O)N([C@@H](C)CO)C[C@H]1C` gave BioA inh 0.6.
Cn1cnc(S(=O)(=O)N2C[C@H](O)COC[C@@H]3O[C@H](CC(=O)NC4Cc5ccccc5C4)CC[C@H]32)c1 was read as BioA inh -3.2.
`C[C@H](O)C#Cc1ccc([C@H]2[C@@H](CO)N3CCCCN(C(=O)c4cccc(F)c4)C[C@@H]23)cc1` gave BioA inh 1.5.
`C[C@@H]1CCCCO[C@H](CN(C)CC2CCCCC2)[C@H](C)CN([C@H](C)CO)C(=O)c2cc(NC(=O)NC3CCCCC3)ccc2O1` gave BioA inh 0.7.
C[C@H]1CN([C@@H](C)CO)C(=O)Cc2cc(NS(=O)(=O)c3ccc(F)cc3)ccc2O[C@@H]1CN(C)C(=O)Nc1ccc(C(F)(F)F)cc1 was read as BioA inh 3.8.
CO[C@@H]1CN(C)C(=O)c2cc(NC(=O)c3ccccc3)ccc2OC[C@@H](C)N(C(=O)C2CC2)C[C@H]1C was read as BioA inh 0.1.
C[C@H]1CN([C@@H](C)CO)C(=O)Cc2cc(NS(=O)(=O)c3cn(C)cn3)ccc2O[C@@H]1CN(C)Cc1ccc2c(c1)OCO2 was read as BioA inh -0.8.
Screening C[C@H](O)C#Cc1ccc2c(c1)O[C@@H](CN(C)C)[C@@H](C)CN([C@H](C)CO)S2(=O)=O returned BioA inh -1.1.
For Cc1cccc(-c2ccc([C@H]3[C@@H](CO)N4CCCCN(C(=O)NC(C)C)C[C@H]34)cc2)c1 the results were BioA inh -0.9.
`CC(C)NC(=O)Nc1ccc2c(c1)CC(=O)N([C@H](C)CO)C[C@@H](C)[C@H](CN(C)Cc1ccncc1)O2` gave BioA inh -2.2.
Cc1ccc(S(=O)(=O)N(C)C[C@@H]2Oc3c(NC(=O)NC4CCCCC4)cccc3C(=O)N([C@H](C)CO)C[C@@H]2C)cc1 was read as BioA inh 1.9.
For CCNC(=O)C[C@@H]1CC[C@H]2[C@@H](COC[C@@H](O)CN2Cc2ccccc2F)O1 the results were BioA inh -2.3.
`CN(C)C(=O)c1cccc(-c2ccc([C@@H]3[C@@H](C#N)N(C(=O)C4CCCCC4)[C@H]3CO)cc2)c1` gave BioA inh 4.9.
`COC(=O)[C@H]1[C@H](CO)[C@H]2Cn3c(cccc3=O)[C@H]2N1CC1CC1` gave BioA inh -3.2.
For COC(=O)C[C@@H]1CC[C@@H]2[C@@H](COc3ccc(NC(=O)Nc4cccc(C#N)c4)cc3C(=O)N2C)O1 the results were BioA inh 1.5.
`C[C@@H]1CN([C@@H](C)CO)C(=O)c2cc(NC(=O)CCCN(C)C)ccc2O[C@@H](C)CCCCO[C@@H]1CN(C)S(=O)(=O)c1cn(C)cn1` gave BioA inh -1.4.
For O=C(Nc1ccc2c(c1)[C@H]1C[C@@H](CC(=O)N3CCOCC3)O[C@H](CO)[C@H]1O2)C1CCC1 the results were BioA inh -1.0.

2 compounds picked at random from those above, as already listed:
For COC(=O)C[C@@H]1CC[C@@H]2[C@@H](COc3ccc(NC(=O)Nc4cccc(C#N)c4)cc3C(=O)N2C)O1 the results were BioA inh 1.5.
Cc1ccc(S(=O)(=O)N(C)C[C@@H]2Oc3c(NC(=O)NC4CCCCC4)cccc3C(=O)N([C@H](C)CO)C[C@@H]2C)cc1 was read as BioA inh 1.9.

Remaining list, next part.
Screening Cc1noc(C)c1NC(=O)N(C)C[C@@H]1OCCCC[C@H](C)Oc2ccc(NC(=O)C3CCCCC3)cc2C(=O)N([C@@H](C)CO)C[C@H]1C returned BioA inh 0.7.
CO[C@@H]1CN(C)C(=O)c2cc(NC(=O)NC(C)C)ccc2OC[C@H](C)N(C(=O)C2CCC2)C[C@H]1C was read as BioA inh -4.1.
Screening CO[C@H]1CN(C)C(=O)c2ccc(NC(=O)C3CCCC3)cc2OC[C@@H](C)N(CC2CC2)C[C@@H]1C returned BioA inh 0.6.
For Cc1ccc(S(=O)(=O)Nc2ccc3c(c2)C(=O)N([C@@H](C)CO)C[C@@H](C)[C@H](CN(C)S(=O)(=O)c2c(C)noc2C)OCCCC[C@@H](C)O3)cc1 the results were BioA inh 1.1.
`CCCNC(=O)N(C)C[C@H]1Oc2ncc(C#CCC(C)C)cc2C(=O)N([C@@H](C)CO)C[C@H]1C` gave BioA inh -3.1.
For C[C@H]1CN([C@@H](C)CO)C(=O)Cc2cc(NC(=O)CCCCCC(=O)Nc3ccccc3N)ccc2O[C@H]1CN(C)S(C)(=O)=O the results were BioA inh -0.5.
For CN1c2ccc(-c3cccc(F)c3)cc2[C@@H]2[C@@H](CCN2C(=O)C2CCOCC2)[C@@H]1CO the results were BioA inh 21.
For C[C@@H]1CN([C@@H](C)CO)C(=O)c2cc(C3=CCCC3)cnc2O[C@H]1CN(C)Cc1ccccc1C(=O)O the results were BioA inh -1.1.
For C[C@@H]1CCCCO[C@H](CN(C)Cc2ccncc2)[C@H](C)CN([C@H](C)CO)C(=O)c2cc(N(C)C)ccc2O1 the results were BioA inh 0.2.
For C[C@@H]1CN([C@H](C)CO)C(=O)c2cc(NS(C)(=O)=O)ccc2O[C@@H](C)CCCCO[C@H]1CN(C)CC1CC1 the results were BioA inh -7.8.
For C[C@H](CO)N1C[C@H](C)[C@H](CN(C)C(=O)Nc2ccc(F)cc2)Oc2ncc(C#CC(C)(C)O)cc2C1=O the results were BioA inh -3.2.
Screening C[C@@H]1CN([C@H](C)CO)C(=O)c2cc(C3=CCCC3)cnc2O[C@@H]1CN(C)S(C)(=O)=O returned BioA inh -3.4.
For COc1ccc(CNC(=O)C[C@@H]2CC[C@H](NC(=O)c3ccc4c(c3)OCO4)[C@H](CO)O2)cc1 the results were BioA inh -0.1.
`Cc1noc(C)c1S(=O)(=O)Nc1ccc2c(c1)C(=O)N([C@@H](C)CO)C[C@H](C)[C@@H](CN(C)S(=O)(=O)c1ccc(Cl)cc1)O2` gave BioA inh 6.3.
`C[C@H]1CN([C@@H](C)CO)C(=O)Cc2cc(NC(=O)CCC(F)(F)F)ccc2O[C@H]1CN(C)C(=O)Nc1ccccc1` gave BioA inh 0.2.
`CCCNC(=O)N1C[C@H](O)COC[C@H]2O[C@H](CC(=O)N[C@H]3CCN(Cc4ccccc4)C3)CC[C@@H]21` gave BioA inh -0.1.
`CC(C)CC#Cc1ccc2c(c1)O[C@H](CN(C)Cc1ccccc1F)[C@H](C)CN([C@H](C)CO)S2(=O)=O` gave BioA inh 3.6.
For COc1cccc(-c2cn(CC[C@@H]3CC[C@H](NC(=O)CC4CC4)[C@@H](CO)O3)nn2)c1 the results were BioA inh 4.3.
Screening COc1ccc(NC(=O)Nc2ccc3c(c2)C(=O)N([C@@H](C)CO)C[C@H](C)[C@H](CN(C)Cc2ccc(Oc4ccccc4)cc2)O3)cc1 returned BioA inh -7.2.
`CCC(=O)N1C[C@H](C)[C@@H](OC)CN(C)C(=O)c2cc(NS(=O)(=O)CC)ccc2OC[C@H]1C` gave BioA inh 0.5.

Four consecutive entries already listed, for reference:
Screening Cc1noc(C)c1NC(=O)N(C)C[C@@H]1OCCCC[C@H](C)Oc2ccc(NC(=O)C3CCCCC3)cc2C(=O)N([C@@H](C)CO)C[C@H]1C returned BioA inh 0.7.
CO[C@@H]1CN(C)C(=O)c2cc(NC(=O)NC(C)C)ccc2OC[C@H](C)N(C(=O)C2CCC2)C[C@H]1C was read as BioA inh -4.1.
Screening CO[C@H]1CN(C)C(=O)c2ccc(NC(=O)C3CCCC3)cc2OC[C@@H](C)N(CC2CC2)C[C@@H]1C returned BioA inh 0.6.
For Cc1ccc(S(=O)(=O)Nc2ccc3c(c2)C(=O)N([C@@H](C)CO)C[C@@H](C)[C@H](CN(C)S(=O)(=O)c2c(C)noc2C)OCCCC[C@@H](C)O3)cc1 the results were BioA inh 1.1.

Following part.
Screening Cn1cnc(CCNC(=O)C[C@@H]2CC[C@H]3[C@@H](COC[C@H](O)CN3C(=O)C3CCCC3)O2)c1 returned BioA inh -2.0.
CN(C)C(=O)C[C@@H]1C=C[C@@H](NC(=O)c2ccc(F)cc2)[C@@H](CO)O1 was read as BioA inh 1.4.
`COc1ccc(S(=O)(=O)N2C[C@@H](O)COC[C@H]3O[C@H](CC(=O)N[C@H]4CCN(Cc5ccccc5)C4)CC[C@@H]32)cc1` gave BioA inh -0.1.
`COc1ccccc1-c1cn(CC[C@@H]2CC[C@@H](NC(=O)c3ccccc3F)[C@H](CO)O2)nn1` gave BioA inh 2.0.
O=C(Nc1cc(F)ccc1F)N1C[C@@H]2[C@H](c3ccccc31)[C@@H](CO)N2C(=O)c1ccccc1 was read as BioA inh -3.0.
`C[C@@H]1CN([C@@H](C)CO)C(=O)Cc2cc(NC(=O)CCCCCC(=O)Nc3ccccc3N)ccc2O[C@@H]1CN(C)C(=O)NC1CCCCC1` gave BioA inh -3.6.
C[C@H]1CCCCO[C@H](CN(C)S(C)(=O)=O)[C@@H](C)CN([C@@H](C)CO)C(=O)c2cc(NS(=O)(=O)c3ccccc3)ccc2O1 was read as BioA inh 0.1.
Screening C[C@@H]1CN([C@@H](C)CO)S(=O)(=O)c2ccc(-c3cncnc3)cc2O[C@H]1CN(C)C(=O)C1CCC1 returned BioA inh -0.9.
Screening C[C@@H]1CN([C@H](C)CO)C(=O)c2cc(NC(=O)NC3CCCCC3)ccc2O[C@@H]1CN(C)S(=O)(=O)c1ccc(Cl)cc1 returned BioA inh 0.3.
For COCC#Cc1cnc2c(c1)C(=O)N([C@@H](C)CO)C[C@H](C)[C@@H](CN(C)C(=O)CN1CCOCC1)O2 the results were BioA inh -5.5.
`COc1cccc(S(=O)(=O)N2C[C@@H](O)COC[C@H]3O[C@@H](CC(=O)NCCCN4CCOCC4)CC[C@@H]32)c1` gave BioA inh -0.1.
CO[C@@H]1CN(C)C(=O)c2cc(NC(=O)C3CCCCC3)ccc2OC[C@@H](C)NC[C@@H]1C was read as BioA inh 0.1.
